# Screens from PubChem.
# HUVEC tox TNFa = cytotoxicity in TNFa-stimulated HUVEC, primary screen, cytotoxicity control for VCAM1 expression modulator project, imaging, Hoechst nuclei count; AID 848, 2007; 93,000 compounds, 0.17% hits; HUVEC TNFalpha-stimulated, Hoechst cell count; cell count reduction, % at 2 µM;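 active means cell count reduction exceeding the screen mean by over 5 SD, scaled to untreated wells per plate, cut at about 78% in these data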;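 further: cells counted after 24 h of TNF alpha exposure following the 1 h pretreatment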
# F-actin modifier = modifiers of F-actin cytoskeleton organization, primary screen, imaging, HUVEC, phalloidin staining, high-content imaging; HUVEC TNFa F-actin phalloidin imaging; AID 836, 2007; inhibition, % at 2 µM; 91,000 compounds, 0.18% hits;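 active means inhibition above the batch mean plus 3 SD and confirmed as a hit by visual image inspection, cut at about 30% in these data, passing the limit was not always enough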; further: strong numbers were not always called active
# sEH act = soluble epoxide hydrolase activators, primary screen, biochemical, human sEH | Bifunctional epoxide hydrolase 2 (Homo sapiens), P34913 | purified human sEH enzymatic activity, activator screen | activation, % at 2 µM | 91,000 compounds, 0.04% hits | AID 717, 2007; in the data active means activation above about 37%; further: values of inactives mirror those of a sister screen read the other way
# HUVEC tox IL1B = cytotoxicity in IL-1B stimulated HUVEC, primary screen, cytotoxicity control for IL-1B NFkB translocation project, imaging, Hoechst nuclear count, IL-1B stimulus; HUVEC cell count loss; AID 845, 2007; cell count reduction, % at 2 µM; 94,000 compounds, 0.41% hits;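 active means cell count reduction more than 3 SD above the screen-wide mean, cut at about 70% in these data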;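 further: normalized per plate to untreated control cells as the no-loss baseline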
# Smad3 FoxH1 inh = Smad3/FoxH1 peptide binding inhibitors, primary screen, biochemical, TR-FRET. TR-FRET Smad3/Dy647-FoxH1 peptide binding, europium anti-His. inhibition, % at 25 µM. 88,000 compounds, 0.29% hits. Mothers against decapentaplegic homolog 3 (Homo sapiens), P84022;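 active means compounds that reduce the energy-transfer binding signal between the protein and its labelled peptide by more than half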;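 further: 0% = Smad3 plus labelled peptide maximal FRET and 100% = peptide-only background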
# Target sequence (P84022 whole entry, looked up): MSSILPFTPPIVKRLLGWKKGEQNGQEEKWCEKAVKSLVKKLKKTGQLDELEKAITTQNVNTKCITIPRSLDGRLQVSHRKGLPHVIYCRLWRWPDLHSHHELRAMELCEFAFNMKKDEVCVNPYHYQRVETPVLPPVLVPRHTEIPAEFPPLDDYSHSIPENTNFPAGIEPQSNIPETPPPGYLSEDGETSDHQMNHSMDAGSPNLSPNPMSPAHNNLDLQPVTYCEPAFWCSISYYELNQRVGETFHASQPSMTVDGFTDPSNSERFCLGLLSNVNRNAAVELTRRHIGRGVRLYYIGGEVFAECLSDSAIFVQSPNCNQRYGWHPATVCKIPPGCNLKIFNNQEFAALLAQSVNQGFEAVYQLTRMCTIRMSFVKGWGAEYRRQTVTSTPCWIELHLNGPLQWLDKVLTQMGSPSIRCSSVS
# Candida biofilm = clotrimazole potentiators killing Candida biofilms, primary screen, with clotrimazole, Alamar Blue. C. albicans biofilm + clotrimazole. inhibition, % at 6 µM. 85,000 compounds, 0.14% hits. AID 834, 2007;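 active means inhibition above 20%; inactive means inhibition below 20%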;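 further: preformed 24 hr biofilms exposed to compound for 48 hr; 0% = biofilm without compound and 100% = blank killed by clotrimazole plus chlorhexidine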
# ERb SRC1 inh = inhibitors of ERβ-SRC1 coactivator interaction, primary screen, biochemical, TR-FRET, ERβ LBD, SRC-1 peptide; TR-FRET ER-beta LBD / SRC1-Cy5 peptide binding; receptor agonist-loaded with 1 µM estradiol; Estrogen receptor beta (Homo sapiens), Q92731; 86,000 compounds, 1.3% hits; inhibition, % at 25.6 µM;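 active means compounds whose percent inhibition of the receptor-coactivator binding signal exceeds about 50% in the single-dose screen, limit read from the data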;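 further: 0% = receptor plus peptide wells without compound and 100% = peptide-only wells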
# Target sequence (Q92731 whole entry, looked up, the tested form may be a part): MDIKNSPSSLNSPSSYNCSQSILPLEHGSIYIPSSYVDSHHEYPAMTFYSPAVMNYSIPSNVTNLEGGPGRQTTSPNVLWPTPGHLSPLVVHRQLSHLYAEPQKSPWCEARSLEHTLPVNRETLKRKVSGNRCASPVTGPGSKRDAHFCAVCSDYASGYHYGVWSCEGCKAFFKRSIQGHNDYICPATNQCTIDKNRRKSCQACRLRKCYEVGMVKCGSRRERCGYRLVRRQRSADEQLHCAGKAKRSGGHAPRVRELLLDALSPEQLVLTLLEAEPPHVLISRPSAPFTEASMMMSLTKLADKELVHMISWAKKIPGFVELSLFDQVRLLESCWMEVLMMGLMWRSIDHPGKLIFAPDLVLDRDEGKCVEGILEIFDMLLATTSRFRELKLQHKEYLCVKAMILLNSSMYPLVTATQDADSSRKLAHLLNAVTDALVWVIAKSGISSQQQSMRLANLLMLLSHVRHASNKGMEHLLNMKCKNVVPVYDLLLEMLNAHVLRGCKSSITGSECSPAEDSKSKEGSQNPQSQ
# sEH inhibitor = soluble epoxide hydrolase inhibitors, primary screen, biochemical, human sEH | AID 707, 2007 | recombinant human sEH enzymatic activity assay | inhibition, % at 2 µM | 91,000 compounds, 0.34% hits; in the data active means inhibition above about 80%; further: values of inactives mirror those of a sister screen read the other way; many of its hits are not listed in these tables
# VCAM1 TNFa inh = inhibitors of TNFa-induced VCAM1 expression, primary screen, imaging, HUVEC, TNFa stimulus, immunofluorescence | HUVEC TNFa-induced VCAM-1 immunofluorescence, high-content imaging | inhibition, % at 2 µM | 95,000 compounds, 0.48% hits | AID 802, 2007;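 active means inhibition above the batch mean plus 3 SD, with images confirmed as a hit by eye, cut at about 37% in these data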;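 further: 0% = TNF-stimulated DMSO wells and 100% = unstimulated control wells; not every result past the cut was called active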
# Active calls of the source: *; nt = no result given; [ ] = dose if it differs, or a comment. Not all compounds are listed, so the mix of outcomes need not match the whole.
SMILES,HUVEC tox TNFa,F-actin modifier,sEH act,HUVEC tox IL1B,Smad3 FoxH1 inh,Candida biofilm,ERb SRC1 inh,sEH inhibitor,VCAM1 TNFa inh
CCOc1ccc(-n2cc(C(=O)NCc3ccco3)c3cc(OC)c(OC)cc3c2=O)cc1,-16.1,63.3*,12.3,7.2,nt,nt,nt,-13.2,-4.3
CCOC(=O)c1c2ccc(OCC(=O)N/N=C/c3ccc(Cl)cc3)cc2n2ccccc12,1.2,-8.3,-11.8,-38.7,nt,nt,nt,12.4,7.5
[O-][n+]1onc2c1CCc1nnc(-c3ccccc3)cc1-2,22.7,21.2,6.8,17.6,-7.6,6.3,-6.0,-6.7,6.5
O=C1c2ccsc2SCCN1Cc1cccc(Cl)c1,1.2,0.1,21.8,nt,7.7,-1.7,-1.0,-25.2,6.4
N#CC1=C(Nc2ccccc2)SC=C(c2ccc(Br)cc2)N=C1N1CCOCC1,12.8,5.1,0.2,-22.4,nt,nt,nt,2.7,-6.8
COc1ccc(CC(=O)Nc2ccc3c(c2)OCO3)cc1S(=O)(=O)N1CCOCC1,1.7,15.4,-25.9,5.1,4.4,4.1,3.1,25.5,4.1
CCN(CC)C(=O)C1=C(C)NC(=O)NC1c1ccccc1F (stereo unspecified),nt,nt,10.7,-36.3,-1.1,8.4,-9.2,-9.2,nt
COC(=O)C(NC(=O)c1ccccc1Cl)(Nc1ncc(S(=O)(=O)c2ccc([N+](=O)[O-])cc2)s1)C(F)(F)F (stereo unspecified),-8.8,-4.0,8.5,-3.8,nt,nt,nt,-7.2,-14.4
O=C(CC1Oc2ccccc2NC1=O)NCCCN1CCN(Cc2ccccc2)CC1 (stereo unspecified),-15.3,0.1,-10.5,2.4,-3.7,6.8,-1.8[fluorescence artefact?],11.1,5.3
Cc1ccc(C(=O)C2=C(O)C(=O)N(CCN3CCOCC3)C2c2ccccn2)o1 (stereo unspecified),-9.8,-28.3,4.5,-12.5,-8.5,12.4,-6.4,-4.9,-2.9
COc1cc(/C=C(/C(=O)c2cccs2)c2nc3ccccc3[nH]2)ccc1O,nt,nt,-5.4,4.2,-5.1,4.8,-3.1,4.0,nt
COc1cccc(-c2nc(-c3ccc4c(c3)-c3ccccc3S4(=O)=O)c(-c3ccccc3)[nH]2)c1OC,-9.7,-1.6,3.5,4.1,21.1,1.1,11.0[fluorescence artefact?],-0.7,-4.6
CCOc1ccc(S(=O)(=O)NCCCN2CCOCC2)cc1,-5.4,-11.1,4.6,-1.3,2.5,8.2,-1.3,-4.1,23.1
O=C(NCCc1c[nH]c2ccccc12)C1Cc2ccccc2CN1C(=O)c1ccco1 (stereo unspecified),-10.9,-8.7,16.2,19.0,6.8,7.4,-1.3,-13.9,-13.0
CCOC(=O)c1[nH]nc(C(=O)c2ccc(Br)cc2)c1O,-32.0,35.8,-3.2,25.6,nt,nt,nt,4.7,4.2
CN(C)S(=O)(=O)N1CCN(c2ccccc2Cl)CC1,-5.4,-0.8,-8.1,-13.0,7.6,1.6,8.2,8.9,6.8
Cc1nnc(C)n1N1C(=O)c2cccc3cccc(c23)C1=O,-12.4,14.5,-9.0,-26.9,4.7,3.4,-12.2[fluorescence artefact?],7.8,-0.6
CCn1c(Cc2ccccc2)nnc1SCC(=O)Nc1nc(C)c(C)s1,-13.6,-19.5,8.0,-37.2,8.9,1.4,2.3,-7.9,-30.3
O=C(CCn1nnc(-c2cccs2)n1)NCc1ccccc1Cl,2.6,-5.0,-51.9,-52.5,2.2,7.0,1.6[fluorescence artefact?],50.6,34.1
CCc1ccc(N2C(=O)CC(N3CCC(C(=O)OC)CC3)C2=O)cc1 (stereo unspecified),-3.0,-2.2,-2.7,-7.2,7.7,2.4,0.4,4.9,2.0
CCOC(=O)C1CCN(C(=O)CCNC(=O)Cn2ccc3ccccc3c2=O)CC1,23.6,-1.7,nt,21.9,nt,nt,nt,nt,-8.8
CCCCCCCCc1nc(=S)[nH][nH]1,-0.4,2.0,-1.2,-8.6,4.8,7.8,5.3,3.7,-4.6
COCCN(CCOC)Cc1c(C)[nH]c2c(C)c(C)ccc2c1=O,14.5,46.1,nt,2.9,1.1,-0.9,-1.2,nt,5.8
N/C(=N\OC(=O)c1cccc2ccccc12)c1cccc([N+](=O)[O-])c1,1.7,-28.7,5.2,-2.4,nt,nt,nt,-0.9,-33.5
COc1ccc(-c2[nH]c(-c3cccc(OC)c3)nc2SCC(=O)NCc2ccco2)cc1,-15.6,-6.1,9.0,-27.3,6.3,6.2,6.4,-10.0,7.6
CCN1c2cccc3cccc(c23)S1(=O)=O,-9.8,-4.6,6.7,nt,-6.2,9.0,-2.7,-9.8,7.8
COc1ccc(NC(=O)CS(=O)CC(=O)NCc2cccc(C(F)(F)F)c2)cc1 (stereo unspecified),-14.4,-13.2,10.0,-16.3,-3.8,-4.1,-11.2[fluorescence artefact?],-8.7,15.8
Cc1cccc(N=C2Sc3nc4c(C)c(C)ccc4cc3CN2CCN2CCOCC2)c1,-2.4,4.4,3.9,32.9,nt,nt,nt,-3.2,-2.9
O=C(NCCN1CCOCC1)C1CC(=O)N(c2ccc(F)c(Cl)c2)C1 (stereo unspecified),-2.3,-13.7,-5.4,-28.0,7.6[fluorescence artefact?],2.5,-2.3,8.2,22.9
Cc1cccc(/C(N)=N/OC(=O)CCCN2C(=O)c3ccccc3C2=O)c1,-15.6,-9.8,-5.9,3.0,nt,nt,nt,5.6,-22.2
CCc1nnc(NC(=O)c2sc3nc4cc(C)ccc4cc3c2N)s1,7.9,-3.3,-6.5,-18.9,nt,nt,nt,7.5,-15.9
O=C(NCC1COc2ccccc2O1)c1ccc(Cl)cc1 (stereo unspecified),-14.5,12.6,-14.4,-3.7,-1.8,4.7,-12.5,14.7,-6.1
Cc1c(C(=O)Nc2ccc3c(c2)OCCO3)sc2nc(-c3ccccc3)cn12,2.8,-11.8,-5.2,2.5,7.7,4.8,-22.6,5.8,-1.2
O=C(COc1ccccc1)Nc1nnc(-c2ccccc2)o1,-10.7,3.9,9.9,2.2,-10.6,0.2,-4.3[fluorescence artefact?],-6.0,-1.9
CCOC(=O)C1=C(C)N=C2SCCC(=O)N2C1c1cccs1 (stereo unspecified),-5.8,-4.3,-3.3,-20.6,9.2,6.8,1.4[fluorescence artefact?],2.0,-2.8
CCOC(=O)CNC(=O)C(CO)NC(=O)OCc1ccccc1 (stereo unspecified),-15.8,35.1,-40.1,-6.8,-5.5,3.7,-7.1,39.8,6.5
O=C(CS(=O)(=O)c1ccccc1)N1CCCCCC1,-11.8,10.1,7.7,-7.4,7.0[fluorescence artefact?],3.7,-4.1,-7.6,4.6
CCCc1nnc(NC(=O)CC(=O)Nc2ccccc2C(=O)O)s1,-15.4,22.0,8.2,4.9,2.5,-0.8,-8.0,-8.3,-1.7
O=C1CC(c2cccs2)CC(O)=C1C=NCCN1CCNCC1 (stereo unspecified),-34.0,13.8,nt,-10.8,9.4[fluorescence artefact?],9.0,10.0,nt,-6.8
CCOC(=O)c1c(C2COc3ccccc3O2)csc1NC(=O)c1ccco1 (stereo unspecified),-18.7,-15.0,-6.9,-20.2,9.7,-0.1,0.8,4.5,-0.8
COc1ccc2c(c1)N(C(=O)CSc1n[nH]c(C)n1)C(C)(C)C=C2C,-14.9,21.6,9.9,-15.2,3.4,13.2,-15.0,-12.7,11.4
Cc1cccc(/C=N/NC(=O)c2cc3c(s2)-c2ccccc2CC3)c1,-11.8,6.1,-7.0,-26.9,nt,nt,nt,8.9,9.0
Cn1c(C(=O)OC(C(=O)NC2CCCC2)c2ccncc2)cc2sccc21 (stereo unspecified),-23.9,-2.3,-4.6,14.6,6.0,10.4,24.6,3.4,18.3
Cc1nn(-c2ccccc2)c(C)c1/C=N\NS(=O)(=O)c1ccc(Cl)cc1,-37.2,-8.8,-0.2,-4.2,nt,nt,nt,1.6,-23.8
NC(=O)CSc1c[nH]c2ccccc12,-13.9,14.6,9.3,-21.9,-8.2,8.6,-5.7,-9.2,2.2
CC(C)CC(=O)Nc1ccc2oc(-c3cccnc3)nc2c1,-27.1,-19.2,-23.9,-8.5,-2.3,2.0,7.7[fluorescence artefact?],23.0,-13.9
Oc1ccccc1N=Nc1nc(-c2ccccc2)c(-c2ccccc2)[nH]1,8.8,-19.1,-9.7,3.7,nt,nt,nt,10.8,5.6
O=C(NCc1ccco1)C1CCN(S(=O)(=O)c2ccc(-n3cnnn3)cc2)CC1,-40.7,12.7,-5.0,-26.9,7.2,8.7,-30.0[fluorescence artefact?],5.1,-0.8
CCCc1nc(SCC(=O)N2CCC(Cc3ccccc3)CC2)c2c(=O)n(C)c(=O)n(C)c2n1,-15.5,8.5,-4.3,-41.2,1.3,3.9,-4.9,5.8,10.1
Cc1ccc(C)c(NC2=CC(=O)CC(C)(C)C2)c1C#N,-22.2,19.8,5.4,-10.5,-2.3,6.5,-4.4,-4.3,5.3
CC1=C(C(=O)Nc2ccc(C)cc2)C(c2ccc(C)o2)C2=C(CC(C)(C)CC2=O)N1 (stereo unspecified),-7.8,-4.9,0.6,-47.0,-24.5,7.4,-4.1,-4.1,17.1
COc1ccccc1CNC(=O)C(NS(=O)(=O)c1ccc2c(c1)oc(=O)n2C)C(C)C (stereo unspecified),-10.5,-7.7,8.7,5.5,5.8,6.1,-5.8,-9.8,-6.3
N#C/C(C(=O)N1CCOCC1)=C1/SC=C(c2ccccc2)N1c1ccccc1,-22.8,-1.5,7.6,-15.2,3.5,5.2,-1.4,-5.1,14.3
COc1ccc(C(CC(=O)O)NC(=O)OC(C)(C)C)cc1 (stereo unspecified),-11.5,20.1,0.8,-0.8,5.7,2.3,-13.2[fluorescence artefact?],1.7,27.7
C/C(O)=C\c1nc(=O)c2c(C)cc(C)nc2n1-c1ccccc1,11.1,-3.1,11.9,-53.7,20.2[fluorescence artefact?],4.3,26.4[fluorescence artefact?],-10.5,-7.7
COc1ccc(S(=O)(=O)N2CCN(c3ccccc3OC)CC2)cc1OC,-18.6,-13.8,6.8,4.2,8.3,6.4,-3.1,-6.5,0.9
Cc1sc2nc(SCC(=O)NCCO)n(C)c(=O)c2c1C,-13.5,-16.8,-7.1,0.0,11.2,4.8,-13.8,6.2,5.8
NC(=O)C1(N2CCCCC2)CCN(C(=O)CSc2nc3ccccc3[nH]2)CC1,-26.9,-18.1,-3.7,-13.7,nt,nt,nt,6.1,-23.6

# Reprinted at random: 2 compounds from above
SMILES,HUVEC tox TNFa,F-actin modifier,sEH act,HUVEC tox IL1B,Smad3 FoxH1 inh,Candida biofilm,ERb SRC1 inh,sEH inhibitor,VCAM1 TNFa inh
Cc1ccc(C)c(NC2=CC(=O)CC(C)(C)C2)c1C#N,-22.2,19.8,5.4,-10.5,-2.3,6.5,-4.4,-4.3,5.3
Cc1sc2nc(SCC(=O)NCCO)n(C)c(=O)c2c1C,-13.5,-16.8,-7.1,0.0,11.2,4.8,-13.8,6.2,5.8
